DAGLB inhibitor = blocks human DAGLB lipase activity; actives 0.059% (n = 340,000); inhibition, % at 5.17 µM; HEK293T DAGLB membrane lysate, EnzChek fluorogenic substrate; in the data active means inhibition above about 34%;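 further: 0% = enzyme with vehicle and 100% = wells lacking enzyme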
Target sequence (Q8NCG7 whole entry, looked up): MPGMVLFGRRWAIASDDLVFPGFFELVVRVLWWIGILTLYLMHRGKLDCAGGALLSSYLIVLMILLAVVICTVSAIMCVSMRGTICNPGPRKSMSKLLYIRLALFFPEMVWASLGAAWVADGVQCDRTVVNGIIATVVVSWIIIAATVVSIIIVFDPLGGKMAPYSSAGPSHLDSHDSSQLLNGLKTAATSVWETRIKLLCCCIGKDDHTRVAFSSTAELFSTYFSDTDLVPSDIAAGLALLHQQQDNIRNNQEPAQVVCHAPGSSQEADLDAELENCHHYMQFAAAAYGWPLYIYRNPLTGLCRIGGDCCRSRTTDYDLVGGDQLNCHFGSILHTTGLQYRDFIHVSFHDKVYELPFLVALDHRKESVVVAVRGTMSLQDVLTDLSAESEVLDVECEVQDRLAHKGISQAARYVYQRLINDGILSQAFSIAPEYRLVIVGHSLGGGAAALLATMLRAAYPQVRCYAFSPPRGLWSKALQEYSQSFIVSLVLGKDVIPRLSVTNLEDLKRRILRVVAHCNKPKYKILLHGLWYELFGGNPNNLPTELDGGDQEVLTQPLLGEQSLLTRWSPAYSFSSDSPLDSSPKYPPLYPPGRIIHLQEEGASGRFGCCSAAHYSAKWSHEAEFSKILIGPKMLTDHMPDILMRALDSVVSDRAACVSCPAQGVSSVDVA
phage Ecoli inh = E. coli growth loss with phage present. growth absorbance. inhibition, % at 11.9 µM. AID 651602. actives 0.26% (n = 360,000); in the data active means inhibition above about 11%
Ecoli viability = counter-screen for AddAB inhibitors: E. coli growth inhibition. actives 0.27% (n = 330,000). E. coli V3065 growth, OD600 absorbance, 18 h. inhibition, % at 11.9 µM;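 active means inhibition above the campaign's mean inhibition across all tested compounds plus 3 SD, cut at about 9.9% in these data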;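 further: uninfected addAB+ strain grown without phage in ampicillin broth; 0% = DMSO wells and 100% = ciprofloxacin 0.95 µg/ml wells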
Rtt109 HAT inh = C. albicans Rtt109 histone acetyltransferase inhibition; purified Rtt109/Vps75, ThioGlo CoA-SH fluorescence, 4 h; inhibition, % at 34.9 µM; actives 0.16% (n = 330,000); AID 540336;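 active means inhibition of at least 50% in every replicate; inconclusive means best replicate reaches 50% inhibition but some replicates fall short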
Target sequence (Q5AAJ8 whole entry, looked up): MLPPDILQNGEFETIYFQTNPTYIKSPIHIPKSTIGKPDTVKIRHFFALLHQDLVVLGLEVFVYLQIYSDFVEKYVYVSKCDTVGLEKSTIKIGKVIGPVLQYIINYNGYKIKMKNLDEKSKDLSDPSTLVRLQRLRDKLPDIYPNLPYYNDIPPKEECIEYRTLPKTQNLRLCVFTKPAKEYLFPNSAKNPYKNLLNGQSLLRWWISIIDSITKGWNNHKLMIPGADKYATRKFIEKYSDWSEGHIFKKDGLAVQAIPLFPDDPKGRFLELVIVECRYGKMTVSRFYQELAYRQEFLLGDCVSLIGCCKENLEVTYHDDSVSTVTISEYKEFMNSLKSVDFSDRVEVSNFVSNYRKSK
CAL PDZ FP = human CAL PDZ-peptide interaction inhibition; AID 504414; actives 0.02% (n = 330,000); Q9HD26; purified CAL PDZ, TMR-peptide fluorescence polarization, 1 h; inhibition, % at 20 µM;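 active means highest replicate inhibition of at least 40%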;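 further: plate controls were DMSO neutral control wells for no effect and unlabeled competitor peptide control wells for full effect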
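Test system: purified CerCALP PDZ construct; Compound dosing: one concentration, 20 µM compound; Also added: TMR-labelled reporter peptide T*-PRC34 bound in PDZ groove; Read-out: inhibition from polarization loss; Controls: unlabelled peptide and DMSO controls; Signal: FP readout, S and P plane fluorescence; Incubation: 1 h at RT.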
PvdQ inh = blocks Pseudomonas aeruginosa PvdQ acylase activity; purified PvdQ acylase, fluorescence plate reader; inhibition, % at 10 µM; actives 0.063% (n = 340,000); in the data active means inhibition above about 30%, passing the limit was not always enough; inconclusive means no clear call, values can overlap the other calls;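 further: 0% = vehicle neutral wells and 100% = reference inhibitor wells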
AddAB inh = less growth of phage-infected E. coli with AddAB. AID 435030. E. coli expressing H. pylori AddAB, absorbance growth. actives 0.29% (n = 330,000). inhibition, % at 11.9 µM; in the data active means inhibition above about 12%;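 further: 0% = vehicle wells of infected cells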
Tat transport = inhibitors of E. coli Tat protein transport. E. coli MC4100 TorA-mCherry Tat export, fluorescence. inhibition, % at 10 µM. actives 0.036% (n = 340,000). AID 488895;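 active means mean replicate inhibition at least 50% and at least half of replicates individually reaching 50%; inconclusive means only one of the two criteria met; inactive means neither criterion met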;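 further: exported cargo escapes ClpAP degradation while cytoplasmic cargo is degraded and loses fluorescence; 0% = median of neutral control wells and 100% = median of NaSCN control wells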
Wnt bcat act = activates Wnt/beta-catenin signaling in a reporter cell assay; activator, plate reader; activation, % at 9.35 µM; actives 1.2% (n = 300,000); in the data active means activation above about 30%, passing the limit was not always enough; inconclusive means no clear call, values can overlap the other calls;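 further: 0% = neutral control wells and 100% = positive control wells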
PfHsp90 set2 = growth inhibition of yeast expressing Plasmodium Hsp90; S. cerevisiae expressing PfHsp90, BacTiter-Glo ATP, 48 h; yeast lacking PDR1 and PDR3 efflux regulators; inhibition, % at 9.4 µM; actives 0.32% (n = 310,000); AID 504621;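 active means every replicate shows inhibition above about 80%, whatever the replicate mean, limit read from the data; inconclusive means mean inhibition reaches the set limit but some replicate falls short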;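 further: 0% = DMSO neutral controls and 100% = 20 µM radicicol positive controls; yeast relying on Plasmodium falciparum Hsp90 in place of its own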
An asterisk follows results filed as active; ? = inconclusive; . = no result given.

item | Molecule | DAGLB inhibitor | phage Ecoli inh | Ecoli viability | Rtt109 HAT inh | CAL PDZ FP | PvdQ inh | AddAB inh | Tat transport | Wnt bcat act | PfHsp90 set2
1 | Cc1ccc(-n2cc(CN3CCCN(C=O)CC3)c(-c3ccc(F)cc3)n2)cc1 | 1 | 2.6 | -0.6 | -2 | -0.6 | -5 | 0.7 | 9 | 1 | -1
2 | O=C1C2C3C=CC(C3)C2C(=O)N1c1cccc2ccccc12 (stereo unspecified) | -4 | 2.5 | 2.3 | 4 | 0.1 | -10 | 2.6 | -5 | 1 | -21
3 | CC(C)n1c(-c2ccccc2F)n[nH]c1=S | -1 | 3.6 | -0.3 | -4 | -0.7 | 3 | 4.2 | -11 | -4 | .
4 | OCC(CO)(CO)NCC(O)CN1c2ccccc2Sc2ccccc21 (stereo unspecified) | -1 | . | -2.1 | 2 | -0.8 | -14 | -0.5 | 1 | . | 19
5 | CN1C(=O)/C(=C/c2ccc3c(c2)OCO3)N=C1c1ccccc1 | -3 | 0.0 | -0.1 | 1 | -3.2 | -9 | 9.7 | 1 | 4 | -12
6 | CCCn1c(SCC(=O)Nc2ccccc2Oc2ccccc2)n[nH]c1=O | 1 | 1.2 | 0.3 | -10 | 0.0 | -2 | 2.9 | 1 | . | .
7 | CN(C)/C=C(\C(=O)c1ccccc1)c1nnnn1-c1ccccc1 | 0 | 4.1 | 0.2 | 12 | -0.3 | -13 | 0.6 | 1 | 4 | 2
8 | COc1ccc2nc(NC(=O)c3ccccc3F)sc2c1 | -7 | 3.9 | -0.8 | 0 | -1.0 | 20 | 2.3 | 7 | 20 | -10
9 | COc1ccc(NC(=O)c2cc(-c3cccs3)on2)cc1 | -2 | -0.2 | 0.9 | -5 | -1.8 | -6 | 5.8 | 5 | ? | 14
10 | CC1=C(C(=O)OC(C)(C)C)C(c2cccc3ccccc23)NC(=O)N1 (stereo unspecified) | -2 | -1.0 | 0.1 | -6 | 0.8 | 14 | -0.7 | -8 | 6 | 52
11 | O=C(NC1CCCCC1)N1CCC(c2nc3ccc(Cl)cc3[nH]2)CC1 | -1 | 1.1 | 1.7 | 8 | -3.4 | 2 | 0.8 | 1 | . | 8
12 | CCCNS(=O)(=O)c1ccc(OCC(=O)Nc2ccc3c(c2)OCO3)cc1 | -6 | 2.8 | -2.0 | 2 | -1.1 | 1 | 0.8 | -5 | 0 | 14
13 | CCOC(=O)c1ccc(NC(=O)Cn2cccc2)cc1 | -4 | . | -0.5 | -1 | -1.2 | -24 | 0.9 | -2 | 2 | .
14 | O=C(CCNC(=O)c1ccccc1Cl)N/N=C\c1ccc(O)cc1 | 0 | -0.8 | -3.3 | 4 | -2.5 | -4 | -1.0 | -2 | 1 | 5
15 | COc1ccc(-n2c(N)c(C(=O)NCC3CCCO3)c3nc4ccccc4nc32)c(OC)c1 (stereo unspecified) | 4 | -0.1 | -0.2 | -8 | -1.3 | -7 | -0.6 | 6 | . | -29
16 | O=C(COC(=O)c1cccc(S(=O)(=O)N2CCCCC2)c1)NC1CCCCC1 | -1 | 1.6 | -0.3 | -1 | -2.8 | -5 | -2.8 | -2 | -1 | 6
17 | COc1ccc(C2C(C#N)=C(/N=C/N3CCOCC3)OC3=C2C(=O)CC(C)(C)C3)cc1OC (stereo unspecified) | 2 | 2.7 | 0.0 | 15 | 0.6 | -8 | 4.0 | -1 | . | 2
18 | CCCc1cc(=O)oc2cc(OCc3cc(OC)c(OC)c(OC)c3)c(Cl)cc12 | 1 | 2.7 | -1.9 | -5 | -0.7 | -2 | 2.2 | 1 | -1 | -22
19 | Cc1occc1-c1nnc(SCC(=O)NC2CCCCC2C)o1 (stereo unspecified) | -1 | 0.7 | . | -3 | -2.0 | -2 | . | 15 | -1 | .
20 | O=C(COC(=O)c1ccc(N2CCOCC2)c([N+](=O)[O-])c1)Nc1ccc2c(c1)OCO2 | -2 | 0.3 | 1.2 | -4 | 0.6 | -14 | 2.4 | 2 | 0 | 1
21 | CCC1(C)Cc2ccccc2C(=S)N1 (stereo unspecified) | -1 | 4.1 | -1.6 | . | -2.8 | 0 | -2.4 | -8 | -3 | -15
22 | CCCN1CCN(CCCNC(=O)c2cc3c(s2)-c2ccccc2OC3)CC1 | 3 | 1.4 | 0.4 | 25 | -4.5 | 6 | 1.8 | 4 | 2 | 3
23 | O=C(N/N=C\c1cccc(Cl)c1)c1n[nH]c2c1CCCC2 | 1 | 5.2 | 1.9 | 4 | -1.2 | 9 | 7.5 | -4 | ? | -1
24 | COc1cc(C)ccc1OCc1cc(C(=O)N2CCCCCCC2)no1 | -1 | 2.6 | -0.8 | -1 | -1.4 | -2 | -0.2 | 4 | 20 | 35
25 | O=C(O)c1cnc(-c2ccccc2)nc1Oc1ccc(Cl)cc1 | 2 | 2.3 | 0.0 | -6 | -2.5 | -15 | 1.7 | 1 | -3 | 0

A different layout for some results above.
The line under a structure holds: DAGLB inhibitor	phage Ecoli inh	Ecoli viability	Rtt109 HAT inh	CAL PDZ FP	PvdQ inh	AddAB inh	Tat transport	Wnt bcat act	PfHsp90 set2
2) O=C1C2C3C=CC(C3)C2C(=O)N1c1cccc2ccccc12 (stereo unspecified)
 : -4	2.5	2.3	4	0.1	-10	2.6	-5	1	-21
3) CC(C)n1c(-c2ccccc2F)n[nH]c1=S
 : -1	3.6	-0.3	-4	-0.7	3	4.2	-11	-4	.

(further entries)
item | Molecule | DAGLB inhibitor | phage Ecoli inh | Ecoli viability | Rtt109 HAT inh | CAL PDZ FP | PvdQ inh | AddAB inh | Tat transport | Wnt bcat act | PfHsp90 set2
26 | CN(C(=O)CSc1nnc(-c2ccco2)n1N)C1CCCCC1 | -2 | 2.1 | 3.1 | 1 | -1.9 | -6 | 3.6 | 3 | -1 | -7
27 | COc1ccc(-c2csc(NC(=O)CN3C(=O)NC4(CCCC4)C3=O)n2)cc1OC | 1 | 2.9 | -2.8 | -6 | -3.0 | 0 | 0.4 | 1 | 2 | 7
28 | Cc1ccccc1C(=O)NNC(=S)NC(=O)c1ccc(Cl)cc1Cl | 6 | 1.4 | 2.7 | -3 | -2.4 | -2 | -0.3 | -8 | 0 | -95
29 | Cc1cnc(CN(C)Cc2c(C(=O)N3CCc4ccccc4C3)nc3ccc(Cl)cn23)[nH]1 | -1 | 3.8 | -1.1 | 11 | -1.0 | 2 | 3.4 | 2 | -2 | 16
30 | Cc1cccc(CCNC(=O)c2cccc3c2C(=O)N(C2CCCCC2)C3)c1 | -11 | 4.6 | 0.6 | -1 | -1.7 | -13 | 0.8 | -5 | -3 | -4
31 | C[C@@H]1CN([C@H](C)CO)C(=O)Cc2cc(NC(=O)CCC(F)(F)F)ccc2O[C@@H]1CN(C)C(=O)Nc1ccccc1 | -1 | 2.8 | -0.1 | 7 | 0.0 | -12 | 1.1 | -7 | -1 | .
32 | O=C(Nc1ccccc1)c1cccc(N2C(=O)C3C4C=CC(C5CC45)C3C2=O)c1 (stereo unspecified) | -4 | 0.6 | -1.6 | 9 | -2.6 | -9 | 3.9 | -1 | -3 | 8
33 | Cc1ccc2nc(N(CCCN(C)C)C(=O)c3cc(-c4cccs4)nc4ccccc34)sc2c1 | -1 | 1.5 | -0.2 | 13 | -8.5 | -5 | -0.4 | 16 | 0 | -42
34 | CCC1CCCCN1C(=O)c1cc2c(=O)n3cccc(C)c3nc2s1 (stereo unspecified) | -1 | . | -0.6 | 3 | -2.8 | -9 | 4.0 | 1 | . | 10
35 | O=C(NNC(=O)c1ccccc1F)c1ccc2[nH]c(=O)c(=O)[nH]c2c1 | 3 | 1.9 | 0.3 | 3 | -0.3 | -4 | 1.9 | -4 | 5 | 5
36 | COc1cc(OC)c(C2C(C#N)=C(C)NC(C)=C2C#N)c(C(=O)O)c1 | 0 | -3.5 | -1.1 | 6 | 0.3 | -3 | 2.5 | 0 | 0 | -30
37 | Cc1nn(CCCC(=O)Nc2cccnc2Cl)c(C)c1[N+](=O)[O-] | 2 | 0.0 | 2.7 | -7 | -2.0 | -5 | 1.1 | -1 | -4 | -1
38 | COCCNC(=O)c1cn(C)c2ccccc2c1=O | -2 | 2.5 | 0.6 | -9 | 0.6 | -11 | 0.8 | -1 | 0 | .
39 | CC1CCC(NC(=O)c2ccc3c(c2)OCO3)CC1 (stereo unspecified) | 0 | 3.0 | 1.3 | 3 | -1.5 | -9 | 1.5 | 3 | 24 | -8
40 | COc1cc(OC)cc(-n2nnnc2SCC(=O)NC2CCCC2)c1 | -3 | 0.5 | -0.6 | -3 | 0.1 | -14 | -2.3 | 0 | . | 9
41 | COC(=O)CSc1nnc(-c2ccc(OC)c(OC)c2)o1 | -1 | 1.4 | -2.6 | -4 | 1.2 | -10 | 1.2 | -5 | 2 | -15
42 | S=c1[nH]nc(-c2ccc(Cl)cc2)n1-c1ccc2c(c1)OCCO2 | 1 | 3.0 | -0.3 | 7 | -2.1 | 2 | 1.8 | -1 | . | 10
43 | COc1ccc(NC(=O)c2cc(-c3cccnc3)nc3ccc(C)cc23)cc1OC | -5 | 0.5 | . | -9 | 0.4 | -6 | . | -4 | . | -1
44 | Cc1cccn2c(/C=N/OCc3cccc(F)c3)c(-c3ccc(Cl)cc3)nc12 | -3 | 2.2 | -3.1 | -2 | -1.4 | -8 | 2.7 | 7 | -1 | 4
45 | Cc1coc2c1c(C)cc1oc(=O)c(CC(=O)N[C@@H](CC(C)C)C(=O)O)c(C)c12 | 1 | 1.7 | -1.3 | 20 | -1.2 | 0 | -1.1 | -4 | -1 | 3
46 | CCOC(=O)c1ccc2nc(C)c(CC)c(Cl)c2c1 | -10 | 3.9 | 3.8 | -9 | -0.2 | -1 | 0.8 | 3 | . | 1
47 | O=C1C(Cl)=C(N2CCOCC2)C(=O)N1c1cccc(Cl)c1 | 4 | 0.4 | -2.3 | -2 | . | 4 | 3.5 | -1 | -4 | -12
48 | COc1ccc(C(=O)/C=C/Nc2ccc(S(N)(=O)=O)cc2)cc1OC | 0 | 1.0 | 0.7 | -5 | -1.2 | -8 | 0.1 | 2 | -4 | 21
49 | CC(=O)Nc1ccc(NC(=O)C(C)OC(=O)c2c(C)nn(-c3ccccc3)c2Cl)cc1 (stereo unspecified) | -5 | 1.2 | -1.1 | 1 | -1.6 | -13 | 0.6 | -5 | -5 | -23
50 | CCN1C(=O)N[C@@H](c2ccco2)C(C(C)=O)=C1C | -3 | 0.6 | -2.4 | 1 | 0.2 | -7 | 0.6 | 13 | 0 | 9
51 | O=C(NC(=S)Nc1cc(S(=O)(=O)N2CCOCC2)ccc1O)c1ccco1 | 2 | 1.9 | -2.1 | 5 | 0.3 | 12 | 2.9 | 1 | -1 | -3
52 | O=C(Nc1cccc(O)c1)c1ccc(Br)cc1 | -2 | 1.8 | 1.6 | -10 | -0.8 | -3 | 5.3 | 6 | . | 2
53 | O=C1NC(Cc2ccccc2)C(=O)N1Cc1ccccc1 (stereo unspecified) | -3 | 1.9 | . | -13 | -0.7 | -3 | . | -4 | -3 | -1
54 | Cc1ccc(S(=O)(=O)NCC(=O)NC2CCCCCC2)cc1 | -1 | . | -1.5 | 2 | -0.1 | -4 | 0.9 | -3 | . | 12
55 | Cc1ccc(NC(=O)Cc2nn(C)c(=O)c3ccccc23)cc1F | -3 | 4.6 | 1.9 | -8 | . | -15 | 6.4 | -6 | -1 | 10
56 | Cc1ccc(-n2nc3c(c2NC(=O)c2ccc4c(c2)OCO4)CS(=O)(=O)C3)cc1C | -3 | 1.0 | -2.1 | 5 | -1.7 | 14 | 2.3 | 5 | -1 | -6

Outcome played no part in choosing rows; overall some 1.9% were active at least once.
